p53null 32C kill: p53 null cell cytotoxicity, permissive temperature | AID 903 | H1299-neo p53 null cells, ATP luminescence, 24 h, 32C | hit rate 0.62% among 55,000 | Potency, µM (doses to about 46.1 µM), without a hit: top-dose activity change, negative = cytotoxicity, usual class: cytotoxic;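 also: potency is read from the fitted curve at half-maximal effect; 0% = DMSO only and -100% = full killing by 100 µM tamoxifen; nearly all actives have a fitted effect of over 55% in size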
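H1299-neo (p53-null) cells, 600/well, were pre-incubated overnight at 37C, then exposed to compounds at up to 46 uM for 24 hr at 32C. Viability was measured as ATP content by luminescence, and AC50 values came from Hill fits.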
p53null 39C kill: p53 null cell cytotoxicity, nonpermissive temperature; H1299 p53-null (neo) cells, 39C, ATPlite viability, 24 h; Potency, µM (doses to about 46.1 µM), for the others: top-dose activity, negative = cell killing, most hits filed as cytotoxic; hit rate 0.97% among 55,000; AID 904;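 also: potency is read from the fitted curve at half-maximal effect; 0% = DMSO only and -100% = full killing by 100 µM tamoxifen; nearly all actives have a fitted effect of over 50% in size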
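ATP-luminescence viability readout (ATPlite, 20 min RT) after 24 hr compound treatment at 39C of H1299-neo or H1299-p53A138V cells; titration up to 46 uM; normalized to DMSO and 100 uM tamoxifen; Hill-fit AC50.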
B2AR arrestin ag: beta-arrestin recruitment by human beta2-adrenergic receptor ligands | HTLA Tango cells, beta-arrestin recruitment, luciferase luminescence, 18 h | AID 1347077 | P07550 | 44,000 tested, under 10 active | Potency, µM (series often up to 46.1 µM), for inactives: at the highest dose activation, usual class: activators;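 also: potency is read from the fitted curve at half-maximal effect; 0% = DMSO and full agonism = EC100 isoproterenol or metaproterenol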
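Tango cell line, 1% FBS DMEM; cpd titration up to 46 microM; 18 hr, 37 degrees C, 5% CO2. Luciferin/ATP substrate mix added, 15 min RT, luminescence. %Activity, CRC fitting, curve-class categorization.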
TSG101-PTAP inh: TSG101-PTAP interaction inhibition, HIV-1 budding; 44,000 tested, under 10 active; Fluorescence polarization, FITC-PTAP peptide/Tsg101, 20 min; AID 1347069; Potency, µM (doses to about 115 µM), inactives show top-dose activity change, negative = inhibition, actives largely listed as inhibitors; also: potency is read from the fitted curve at half-maximal effect; 0% is about no effect
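qHTS FP binding, 20 min r.t.: 10 uM Tsg101 domain + 50 nM FITC-PTAP peptide, pH 7.5 HEPES buffer with TCEP and EDTA.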
NTMT1 inhibitor: inhibitors of human N-terminal methyltransferase NTMT1; hit rate 2.5% among 59,000; Q9BV86; NTMT1 MTase-Glo SAH luminescence, purified enzyme; Potency, µM (top dose mostly 114 µM), for the others: top-dose activity change, negative = inhibition, most hits filed as inhibitors; AID 1645870;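 also: potency is read from the fitted curve at half-maximal effect; plate controls were DMSO vehicle for no effect and no enzyme for full effect; nearly all actives have a fitted effect of over 65% in size; many of its hits are not listed in these tables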
FH mod: Identification of activators of human fumarate hydratase by quantitative high-throughput screening | Fumarate hydratase, mitochondrial (Homo sapiens), P07954 | FH coupled MDH/diaphorase resazurin fluorescence, 15 min | Potency, µM (doses to about 79.9 µM), for the others: top-dose activity change, negative = inhibition, usual class: inhibitors | hit rate 0.22% among 54,000 | AID 1347055, 2019; also: potency is read from the fitted curve at half-maximal effect; % is scaled to controls: 0 for no effect and ±100 for the full control effect; the screen sought activators but most active calls are inhibition curves; nearly all actives have a fitted effect of over 45% in size
Target sequence (P07954 whole entry, looked up): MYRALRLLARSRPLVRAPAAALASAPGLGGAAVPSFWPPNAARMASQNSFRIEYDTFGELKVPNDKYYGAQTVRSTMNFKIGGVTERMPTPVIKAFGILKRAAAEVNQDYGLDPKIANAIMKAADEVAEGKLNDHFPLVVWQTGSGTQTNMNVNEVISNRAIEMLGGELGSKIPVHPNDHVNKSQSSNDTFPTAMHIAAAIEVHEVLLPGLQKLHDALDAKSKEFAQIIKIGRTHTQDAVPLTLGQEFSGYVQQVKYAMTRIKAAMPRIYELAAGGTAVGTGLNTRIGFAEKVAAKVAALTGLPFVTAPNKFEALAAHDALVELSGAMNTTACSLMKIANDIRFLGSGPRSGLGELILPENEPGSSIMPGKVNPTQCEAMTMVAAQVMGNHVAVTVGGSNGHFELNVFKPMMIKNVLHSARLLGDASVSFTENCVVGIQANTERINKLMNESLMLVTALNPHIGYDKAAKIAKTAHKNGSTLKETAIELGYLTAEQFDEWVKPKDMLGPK
GALK inh: inhibitors of human galactokinase (GALK) | Potency, µM (doses to about 57.5 µM), without a hit: at the highest dose activity, negative = inhibition, hits mostly inhibitors | 44,000 tested, under 10 active | AID 1347072 | recombinant GALK, Kinase-Glo ATP luminescence, 1 h | P51570;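 also: plate controls were full GALK reaction for no effect and reaction lacking GALK for full effect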
Target sequence (P51570 whole entry, looked up): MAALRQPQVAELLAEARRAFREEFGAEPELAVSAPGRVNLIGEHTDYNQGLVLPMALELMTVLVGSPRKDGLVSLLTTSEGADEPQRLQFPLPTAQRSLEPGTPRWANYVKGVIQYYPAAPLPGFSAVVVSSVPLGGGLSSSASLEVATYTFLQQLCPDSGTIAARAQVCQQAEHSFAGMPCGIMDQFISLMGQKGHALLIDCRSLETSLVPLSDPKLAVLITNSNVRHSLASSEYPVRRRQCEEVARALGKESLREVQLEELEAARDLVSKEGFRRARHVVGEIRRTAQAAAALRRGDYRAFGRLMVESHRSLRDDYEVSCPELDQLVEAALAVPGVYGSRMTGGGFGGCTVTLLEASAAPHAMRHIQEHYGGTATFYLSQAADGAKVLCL
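Human GALK (5 nM) was incubated with 35 uM ATP and 100 uM galactose in 20 mM HEPES pH 8.0 with MgCl2, NaCl, DTT and BSA for 1 h at room temperature. Remaining ATP was measured by Kinase-Glo Plus luminescence.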
An asterisk follows results filed as active; u = inconclusive; x = no result given; [ ] = another dose, or the depositor's remark. Calls follow the shape of the dose curve; as a rule, active = well fitted curve in the direction sought with a large enough effect; inconclusive = small, poorly fitted or top-dose-only effect, or another doubt; inactive = no such curve, though single readings can be large; an effect the other way counts as inactive or inconclusive. Some of the compounds tested (hit frequency here may not be typical).

1	Cc1cccc(CN2CCC(CNC(=O)c3c(C)oc4ncnc(N5CCCCC5)c34)CC2)c1
2	COc1ccc(C(=O)/C=C/c2cn(CC(O)CN3CCc4ccccc43)c3ccccc23)cc1 (stereo unspecified)
3	CC(=O)N1CCCc2ccc(NS(=O)(=O)c3ccc(F)cc3F)cc21
4	O=C(NCC(c1ccc2c(c1)OCO2)N1CCOCC1)C(=O)Nc1ccccc1 (stereo unspecified)
5	Fc1ccc(-n2ncc3c(Nc4ccc5c(c4)OCCO5)ncnc32)cc1

screen / no.,1,2,3,4,5
p53null 32C kill,-3%,2%,0%,u,-9%
p53null 39C kill,-10%,-7%,-2%,12%,6%
B2AR arrestin ag,1%,-3%,1%,0%,0%
TSG101-PTAP inh,0%,7%,-4%,-4%,2%
NTMT1 inhibitor,u,5%,-4%,12%,2%
FH mod,-12%,-4%,-28%,4%,-32%
GALK inh,4%,-11%,0%,1%,1%

6	CN(C)C=NC(=O)c1cc2c(n(-c3ccccc3)c1=O)CC(C)(C)CC2=O
7	CCOC(=O)c1ccc(N2C(=O)c3[nH]nc(-c4ccccc4)c3C2c2ccc(CC)cc2)cc1 (stereo unspecified)
8	COc1ccccc1-c1noc(-c2ccc(N3CCC(C)CC3)c([N+](=O)[O-])c2)n1
9	COc1cccc(CNC(=O)C(=O)NCC(c2ccc3c(c2)OCO3)N2CCOCC2)c1 (stereo unspecified)
10	Cc1ccc(S(=O)(=O)n2nc(-c3ccc(Cl)cc3)nc2NCc2ccc(F)cc2)cc1

screen / no.,6,7,8,9,10
p53null 32C kill,-8%,66%[activator],-14%,-5%,9%
p53null 39C kill,2%,10%,-15%,10%,-14%
B2AR arrestin ag,0%,1%,-4%,0%,1%
TSG101-PTAP inh,-5%,-6%,2%,0%,2%
NTMT1 inhibitor,6%,19%,4%,12%,1%
FH mod,7%,u,-10%,3%,-25%
GALK inh,1%,0%,2%,0%,6%

11	CCCC(CCC)C(=O)Nc1cccc(-c2nc3cccnc3s2)c1
12	CCC(=O)c1cc2c(cc1NC(=O)c1ccccc1F)OCCO2
13	Cc1ccc(Cl)cc1NCc1nnc2n1CCCCC2
14	CN(CC(=O)NCc1ccc(Cl)cc1)S(=O)(=O)c1ccc2c(c1)c(=O)n(C)c(=O)n2C
15	COc1cccc(NC(=O)CN2C(=O)COc3ccc(S(=O)(=O)N4CCOCC4)cc32)c1

screen / no.,11,12,13,14,15
p53null 32C kill,-10%,5%,-6%,1%,0%
p53null 39C kill,-2%,-6%,25%,-19%,23%
B2AR arrestin ag,-3%,0%,0%,1%,-1%
TSG101-PTAP inh,-4%,-3%,-4%,0%,-1%
NTMT1 inhibitor,9%,3%,-14%,u,6%
FH mod,1%,5%,1%,6%,-7%
GALK inh,-1%,0%,0%,0%,-8%

16	O=C(Nc1ccc(S(=O)(=O)N2CCC(c3nc4ccccc4s3)CC2)cc1)c1ccccc1
17	COc1ccc(CNC(=O)c2ccc3nc(CCc4ccccc4)oc3c2)cc1OC
18	COc1ccc(-n2c(SCC(=O)N3CCc4ccccc43)nc3c([nH]c4ccccc43)c2=O)cc1
19	COc1cc(F)c(S(=O)(=O)Nc2c(C)n(C)n(-c3ccccc3)c2=O)cc1OC
20	Oc1ccccc1-c1nc(/C=C/c2ccccc2Cl)nn1-c1ccccc1

screen / no.,16,17,18,19,20
p53null 32C kill,16%,8%,-1%,-1%,u
p53null 39C kill,1%,-5%,29%,-12%,u
B2AR arrestin ag,-1%,0%,1%,1%,0%
TSG101-PTAP inh,1%,-4%,1%,-2%,1%
NTMT1 inhibitor,-1%,2%,0%,5%,10%
FH mod,-10%,u,2%,-13%,-16%
GALK inh,4%,-4%,-1%,0%,10%

21	COc1cc(Cl)c(NS(=O)(=O)c2ccc3c(c2)CC(C)N3C(=O)C2CCC2)c(OC)c1 (stereo unspecified)
22	CCOC(=O)c1c(C)[nH]c(C)c1S(=O)(=O)N1CCCC(C(=O)N2CCN(c3cc(C)ccc3C)CC2)C1 (stereo unspecified)
23	O=S(=O)(NCC(c1ccco1)S(=O)(=O)c1ccccc1)c1ccccc1 (stereo unspecified)
24	CCOC(=O)c1ccc(NC(=O)CSc2c(C(C)C)cnc3c2c(=O)n(C)c(=O)n3C)cc1
25	CCOc1ccc(NC(=O)C2CC(=O)N(c3ccc(C(C)C)cc3)C2)cc1 (stereo unspecified)

screen / no.,21,22,23,24,25
p53null 32C kill,19%,40%[activator],-1%,-4%,5%
p53null 39C kill,-9%,2%,25%,2%,40%[activator]
B2AR arrestin ag,0%,-1%,-4%,0%,-2%
TSG101-PTAP inh,0%,2%,-7%,2%,2%
NTMT1 inhibitor,1%,7%,10%,u,-8%
FH mod,-27%,-26%,3%,2%,1%
GALK inh,3%,0%,0%,0%,2%

26	CCS(=O)(=O)c1nc(S(=O)(=O)c2ccc(C)cc2)c(NCCCOC)s1
27	Cc1ccc(C)c(NC(=O)CN2CCN(C3CCCCC3)C(=O)C2=O)c1
28	CC1CCCN(c2c(S(=O)(=O)c3ccccc3)cnc3ccc(Cl)cc23)C1 (stereo unspecified)
29	CCOc1ccc(S(=O)(=O)N(CC(=O)Nc2ccc3c(c2)OCO3)c2ccccc2)cc1
30	COc1cc2c(c(OC)c1)C(c1cccc(F)c1F)CC(=O)N2 (stereo unspecified)

screen / no.,26,27,28,29,30
p53null 32C kill,1%,-3%,-2%,-5%,4%
p53null 39C kill,-4%,-4%,6%,-5%,-5%
B2AR arrestin ag,-3%,1%,0%,0%,0%
TSG101-PTAP inh,5%,-2%,-1%,3%,-3%
NTMT1 inhibitor,21%,1%,2%,-18%,4%
FH mod,-7%,-12%,-4%,1%,-1%
GALK inh,0%,-3%,-2%,-13%,-7%

31	O=C(Nc1ccccc1Cl)c1ccc(F)c(S(=O)(=O)NCc2ccc(Cl)c(Cl)c2)c1
32	c1ccc2c(c1)ncc1nncn12
33	Cc1ccc(C)c(S(=O)(=O)c2nnn3c2nc(Nc2ccc(C)c(C)c2)c2ccccc23)c1
34	O=C(NCc1ccccc1Br)c1ccc2c(c1)nc1n2CCOC1
35	CC(C)c1nc2ccc(C(=O)NCc3ccc(N(C)C)cc3)cc2o1

screen / no.,31,32,33,34,35
p53null 32C kill,47%[activator],2%,-4%,-5%,-8%
p53null 39C kill,5%,9%,-5%,-25%,1%
B2AR arrestin ag,-1%,0%,0%,0%,-1%
TSG101-PTAP inh,0%,-7%,1%,2%,0%
NTMT1 inhibitor,-10%,-4%,17%,-15%,-15%
FH mod,-27%,-2%,7%,2%,-9%
GALK inh,-1%,0%,-9%,0%,0%

36	COc1cc(S(=O)(=O)NCCc2c(C)[nH]c3ccc(C)cc23)ccc1Br
37	Cc1ccc(-c2nc3ccccc3[nH]2)cc1NC(=O)COc1ccccc1[N+](=O)[O-]
38	Cc1ccc(NS(=O)(=O)c2ccc(-c3cc(C)no3)cc2)c(Br)c1
39	CC(C)Cc1nn2c(=O)cc(COC(=O)c3ccc(NC(=O)C4CCCCC4)cc3)nc2s1
40	CCOc1ccc(-c2c(C)nn3c(C)c(C(=O)NCCc4ccc(Cl)cc4)cnc23)cc1OCC

screen / no.,36,37,38,39,40
p53null 32C kill,5%,u,-15%,-1%,-6%
p53null 39C kill,89%[activator],u,-11%,6%,-8%
B2AR arrestin ag,-1%,1%,0%,-1%,2%
TSG101-PTAP inh,-1%,-3%,-2%,0%,1%
NTMT1 inhibitor,0%,9%,x,2%,10%
FH mod,u,6%,x,-3%,-1%
GALK inh,2%,10%,0%,-3%,0%

41	CCOC(=O)c1oc2c(c1C)-c1nn(Cc3cccc(Cl)c3)cc1CC2
42	CCOC(=O)Cn1c(=O)n(CC2CCCO2)c2nc(-c3ccc(C(C)C)cc3)nc(C(N)=O)c21 (stereo unspecified)
43	CN(C)c1ccc(CNc2nc(-c3ccco3)nn2C(=O)c2cccc([N+](=O)[O-])c2)cc1
44	COc1ccccc1N1CCN(S(=O)(=O)c2ccc(F)c(C(=O)Nc3ccc(Cl)cc3C(F)(F)F)c2)CC1
45	O=C(CSc1c2c(nc3cc(Cl)ccc13)CCCC2)NCc1ccccc1Cl

screen / no.,41,42,43,44,45
p53null 32C kill,35%[activator],5%,u,8%,12%
p53null 39C kill,4%,2%,u,-3%,u
B2AR arrestin ag,-2%,0%,-4%,2%,0%
TSG101-PTAP inh,0%,-7%,-9%,1%,0%
NTMT1 inhibitor,-3%,18%,4%,4%,13%
FH mod,22%,-11%,-9%,-6%,-21%
GALK inh,-4%,-1%,7%,-1%,-1%

Overlap with the part before: 3 compounds, followed by the next part.
43	CN(C)c1ccc(CNc2nc(-c3ccco3)nn2C(=O)c2cccc([N+](=O)[O-])c2)cc1
44	COc1ccccc1N1CCN(S(=O)(=O)c2ccc(F)c(C(=O)Nc3ccc(Cl)cc3C(F)(F)F)c2)CC1
45	O=C(CSc1c2c(nc3cc(Cl)ccc13)CCCC2)NCc1ccccc1Cl
46	CCCn1c(NCc2ccccc2F)nc2ccccc21
47	CN(Cc1ccccc1)C(=O)CSc1nc2ccccc2n1Cc1ccccc1F
48	COc1ccc(CNC(=O)CCn2c(=O)c3cccn3c3ccc(F)cc32)cc1OC
49	CCOC(=O)c1[nH]c2ccccc2c1NC(=O)c1ccccc1OCC
50	Cc1ncc(CO)c2c1Oc1nc(-c3ccccc3)nc(SCC(=O)Nc3cccc(C(F)(F)F)c3)c1C2

screen / no.,43,44,45,46,47,48,49,50
p53null 32C kill,u,8%,12%,-15%,1%,16%,0%,5%
p53null 39C kill,u,-3%,u,u,-8%,75%[activator],u,4%
B2AR arrestin ag,-4%,2%,0%,-2%,0%,-1%,-1%,-1%
TSG101-PTAP inh,-9%,1%,0%,-1%,0%,2%,-4%,2%
NTMT1 inhibitor,4%,4%,13%,-2%,12%,u,u,-8%
FH mod,-9%,-6%,-21%,-2%,-13%,-15%,u,-13%
GALK inh,7%,-1%,-1%,-1%,2%,3%,6%,2%

51	CCOC(=O)c1[nH]c(C)c(CCC(=O)Nc2ccccc2OCC)c1C
52	Cc1cccc(CSc2nc3cc(C(=O)NC4CCCC4)ccc3c(=O)n2Cc2ccccc2)c1
53	O=C(Nc1ccc(Br)c(Cl)c1)c1ccc(C(=O)Nc2ccc(Br)c(Cl)c2)cc1
54	Cc1ccc(-n2nc(-c3ccccc3)c3cnc4cc5c(cc4c32)OCO5)cc1C
55	Cc1ccc(S(=O)(=O)N(CC(=O)NCCSc2ccc(Cl)cc2)c2cccc(Cl)c2)cc1

screen / no.,51,52,53,54,55
p53null 32C kill,0%,2%,-3%,-3%,0%[9.22 µM]
p53null 39C kill,10%,11%,4%,10%,16%
B2AR arrestin ag,1%,1%,-1%,1%,1%
TSG101-PTAP inh,0%,-3%,1%,2%,0%
NTMT1 inhibitor,17%,-1%,4%,-1%,15%
FH mod,-4%,-8%,6%,-37%,-24%
GALK inh,2%,3%,1%,2%,9%
